Compound activity (PubChem)
CIT2-GFP yeast: yeast TOR pathway CIT2-GFP modulation; AID 2029; S. cerevisiae CIT2-GFP strain, flow cytometry, 3 h; 100 means same as DMSO wells; 320,000 compounds, 0.065% hits; GFP response vs DMSO, % at 10 µM;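 active means GFP response relative to DMSO above a set limit, near the screen mean plus 3 SD, cut at about 150% in these data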;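 further: ratio of well median GFP fluorescence to mean of DMSO wells on the plate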
Yeast superoxide: caloric restriction mimetics inhibiting age-related superoxide in yeast. S. cerevisiae aged cells, superoxide DHE fluorescence; stronger effect = lower value. superoxide response (% of plate mean), % at 10 µM. 330,000 compounds, 0.18% hits. AID 2690;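 active means superoxide response under a set limit, about three screen SD below normal, cut at about 65% in these data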;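 further: yeast aged for seven days with compound at 30 °C before DHE staining; 100% = average MFI of all compound-treated wells on the plate with controls excluded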
AHR activator: activators of human aryl hydrocarbon receptor; activation, % at 5 µM; P35869; 320,000 compounds, 2.5% hits; AHR-responsive luciferase reporter cells, luminescence; AID 2796; in the data active means activation above about 47%;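 further: 0% = vehicle wells and 100% = reference agonist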
Target sequence (P35869 whole entry, looked up): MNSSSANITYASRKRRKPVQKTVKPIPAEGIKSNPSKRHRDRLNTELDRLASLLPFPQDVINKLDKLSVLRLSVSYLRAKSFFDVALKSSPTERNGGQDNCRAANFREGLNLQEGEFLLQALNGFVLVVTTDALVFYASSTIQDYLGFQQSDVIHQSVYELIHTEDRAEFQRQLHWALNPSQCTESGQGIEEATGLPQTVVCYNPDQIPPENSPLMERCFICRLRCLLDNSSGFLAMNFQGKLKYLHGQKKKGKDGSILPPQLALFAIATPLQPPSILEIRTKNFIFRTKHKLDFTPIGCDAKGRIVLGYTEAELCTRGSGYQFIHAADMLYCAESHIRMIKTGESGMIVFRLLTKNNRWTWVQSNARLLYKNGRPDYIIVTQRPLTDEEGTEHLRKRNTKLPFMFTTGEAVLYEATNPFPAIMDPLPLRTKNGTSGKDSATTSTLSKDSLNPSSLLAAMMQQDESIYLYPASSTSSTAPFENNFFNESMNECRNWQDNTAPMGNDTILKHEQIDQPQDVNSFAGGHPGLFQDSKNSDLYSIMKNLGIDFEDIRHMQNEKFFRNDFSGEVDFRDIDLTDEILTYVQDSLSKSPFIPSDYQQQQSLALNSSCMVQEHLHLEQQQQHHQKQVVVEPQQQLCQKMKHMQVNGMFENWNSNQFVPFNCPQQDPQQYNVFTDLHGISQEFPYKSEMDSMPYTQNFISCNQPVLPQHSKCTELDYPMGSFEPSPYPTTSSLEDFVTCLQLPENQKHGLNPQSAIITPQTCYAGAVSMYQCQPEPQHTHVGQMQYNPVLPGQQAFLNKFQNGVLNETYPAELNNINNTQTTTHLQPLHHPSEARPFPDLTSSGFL
Efflux pump inh: blocks antifungal efflux pumps in multiplex yeast assay; S. cerevisiae Candida pump triplex, Nile Red efflux; inhibition, % at 10 µM; 330,000 compounds, 0.44% hits;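 active means plate passing quality check with inhibition over a set limit, or well fluorescence over plate mean plus 4 SD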;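 further: Nile Red retained in pooled yeast measured as flow cytometry median fluorescence; 0% = buffer negative control and 100% = Enniatin B positive control; higher means more Nile Red kept so more efflux inhibition; some compounds called inactive have numbers as strong as hits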
MEP2-GFP yeast: modulators of TOR pathway MEP2-GFP in S. cerevisiae. S. cerevisiae MEP2-GFP strain, flow cytometry GFP, 3 h; 100% = DMSO control level. 330,000 compounds, 0.51% hits. GFP response vs DMSO, % at 10 µM;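 active means GFP response versus DMSO above a set limit, roughly screen mean plus 3 SD, cut at about 180% in these data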;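 further: median GFP fluorescence of the barcode-gated MEP2-GFP cells per well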
RPL19A-GFP yeast: yeast TOR pathway RPL19A-GFP modulation; 330,000 compounds, 0.3% hits; S. cerevisiae RPL19A-GFP strain, flow cytometry, 3 h; stronger effect = lower value; percent response vs DMSO, % at 10 µM;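 active means percent response vs DMSO below 50%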;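 further: median channel GFP fluorescence of the barcoded RPL19A-GFP strain; ratio of sample median GFP to plate DMSO average so 100% = DMSO; lower means less RPL19A-GFP as with rapamycin TOR inhibition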
LAP4 TOR yeast: modulators of TOR pathway LAP4-GFP in S. cerevisiae; S. cerevisiae LAP4-GFP multiplex, flow cytometry GFP, 3 h; median GFP as percent of DMSO wells; GFP response vs DMSO, % at 10 µM; 320,000 compounds, 0.34% hits;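 active means GFP response vs DMSO above a set limit, about the screen mean plus 3 SD, cut at about 150% in these data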
AGP1 TOR yeast: modulators of TOR pathway AGP1-GFP in S. cerevisiae; GFP response vs DMSO, % at 10 µM; 320,000 compounds, 0.02% hits; S. cerevisiae AGP1-GFP multiplex flow cytometry, 3 h; GFP as percent of DMSO wells;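 active means GFP response relative to DMSO above a set limit, near screen average plus 3 SD, cut at about 150% in these data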;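 further: median GFP channel fluorescence of the gated AGP1 strain per well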
Active calls of the source: *; . = no result given.

SMILES | CIT2-GFP yeast | Yeast superoxide | AHR activator | Efflux pump inh | MEP2-GFP yeast | RPL19A-GFP yeast | LAP4 TOR yeast | AGP1 TOR yeast
Cc1nn(CCC#N)c(NC(=O)c2ccc(Cl)cc2)c1P(=O)(Nc1ccc([N+](=O)[O-])cc1)N1CCOCC1 (configuration not stated) | . | 97 | -1 | 0.3 | 106 | 103 | 92 | 106
COc1ccc(-c2c(-c3cc(OC)cc(OC)c3)n(C)c3ccc(-c4ccn[nH]4)cc23)cc1 | 99 | 87 | 46 | 0.2 | 92 | 95 | 85 | 90
COCC1CCCN(C(=O)c2cc(COc3cncc(Cl)c3)on2)C1 (configuration not stated) | 98 | 112 | 37 | 0.1 | 97 | 98 | 91 | 97
CC(=O)Oc1ccc(C(=O)[C@H]2[C@H]3C(=O)N(c4ccc5ccccc5c4)C(=O)[C@H]3[C@@H]3C=CC=NN32)cc1 | 102 | 99 | 10 | -0.8 | 96 | 101 | 88 | 98
CCOC(=O)C1CCCN(C(=O)c2cccc(S(=O)(=O)N3CC(C)OC(C)C3)c2)C1 (configuration not stated) | 95 | 113 | 0 | 0.2 | 110 | 96 | 104 | 98
CCOc1cc(CN2CCN(c3ncccn3)CC2)ccc1OC | 94 | 98 | -1 | 0.4 | 114 | 104 | 91 | 103
Cc1cnc(NC(=O)C2COc3ccccc3O2)s1 (configuration not stated) | 99 | 104 | 4 | 0.1 | 106 | 98 | 111 | 106
NC(=S)NNC(=O)c1cccc(Br)c1 | 93 | 75 | 3 | 0.3 | 97 | 95 | 93 | 95
Cc1ccc2oc(=O)n(CC(=O)OC(C)C)c2c1 | 96 | 92 | -3 | -0.1 | 91 | 92 | 88 | 95
O=C(Nc1ccc(CN2CCCCC2)cc1)Nc1ccc(Br)cc1Cl | 96 | 116 | 5 | 0.1 | 99 | 99 | 106 | 101
CCCCCCCC(=O)C(C)C(=O)N(C)[C@H](Cc1ccc(OC)cc1)C(=O)N(C)[C@H](C(N)=O)C(C)C (some centres not stated) | 83 | 97 | 1 | 0.9 | 98 | 97 | 94 | 89
CC1CCN(CC(C)OC(=O)c2ccco2)CC1 (configuration not stated) | 104 | 116 | 1 | -0.1 | 104 | 96 | 101 | 101

Additional structures follow.
SMILES | CIT2-GFP yeast | Yeast superoxide | AHR activator | Efflux pump inh | MEP2-GFP yeast | RPL19A-GFP yeast | LAP4 TOR yeast | AGP1 TOR yeast
CSc1ccccc1OCc1cc(C(=O)NCCn2ccnc2C)no1 | 105 | 99 | -2 | 0.1 | 106 | 102 | 107 | 104
COc1c(S(=O)(=O)N2CCCCC2)ccc2c(S(=O)(=O)N3CCCCC3)cccc12 | 94 | 113 | 0 | 0.0 | 100 | 93 | 99 | 95
Cc1cccc(N(C(=O)c2ccc(CN3CCOCC3)o2)C(C(=O)NC2CCCCC2)c2ccc(F)cc2)c1 (configuration not stated) | 90 | 107 | 4 | 0.2 | 97 | 100 | 92 | 92
CCCc1cc(=O)oc2cc(C)cc(OCC(=O)NCc3cccnc3)c12 | 97 | 101 | 19 | -0.1 | 99 | 96 | 89 | 93
O=C(CN1C(=O)C2CC=CCC2C1=O)Nc1ccc(S(=O)(=O)Nc2nccs2)cc1 (configuration not stated) | 101 | 114 | 9 | 0.1 | 102 | 97 | 105 | 101
COc1ccc(CC(=O)N2CCN=C2SCc2cccc([N+](=O)[O-])c2)cc1 | 104 | 95 | -2 | -0.1 | 110 | 101 | 103 | 104
Brc1ccc(Nc2nc(-c3cccnc3)cs2)cc1 | 130 | 93 | 41 | 0.0 | 102 | 108 | 92 | 95
CCN(CC)S(=O)(=O)c1cc([N+](=O)[O-])ccc1NNC(=O)Nc1ccccc1OC | 96 | 102 | 12 | 0.0 | 96 | 97 | 98 | 101
COc1ccc(OC)c(S(=O)(=O)NCc2cn3c(C)csc3n2)c1 | 86 | 103 | 4 | 0.0 | 92 | 92 | 98 | 95
O=C1CSC(c2cccnc2)N1Cc1ccc(Cl)cc1 (configuration not stated) | 112 | 87 | 2 | 0.0 | 91 | 95 | 100 | 118
COc1ccccc1CN1C(=O)CN(C2CCCC2)C(=O)C1c1ccc(F)cc1 (configuration not stated) | 80 | 80 | 2 | 0.3 | 98 | 90 | 83 | 92
CCCn1c(SCc2nc3ccccc3s2)n[nH]c1=O | 102 | 98 | 20 | 0.0 | 102 | 96 | 101 | 103

Sorted by heavy-atom count (falling): part of the list above
SMILES | CIT2-GFP yeast | Yeast superoxide | AHR activator | Efflux pump inh | MEP2-GFP yeast | RPL19A-GFP yeast | LAP4 TOR yeast | AGP1 TOR yeast
Cc1nn(CCC#N)c(NC(=O)c2ccc(Cl)cc2)c1P(=O)(Nc1ccc([N+](=O)[O-])cc1)N1CCOCC1 (configuration not stated) | . | 97 | -1 | 0.3 | 106 | 103 | 92 | 106
CC(=O)Oc1ccc(C(=O)[C@H]2[C@H]3C(=O)N(c4ccc5ccccc5c4)C(=O)[C@H]3[C@@H]3C=CC=NN32)cc1 | 102 | 99 | 10 | -0.8 | 96 | 101 | 88 | 98
COc1ccc(-c2c(-c3cc(OC)cc(OC)c3)n(C)c3ccc(-c4ccn[nH]4)cc23)cc1 | 99 | 87 | 46 | 0.2 | 92 | 95 | 85 | 90
O=C(CN1C(=O)C2CC=CCC2C1=O)Nc1ccc(S(=O)(=O)Nc2nccs2)cc1 (configuration not stated) | 101 | 114 | 9 | 0.1 | 102 | 97 | 105 | 101
COCC1CCCN(C(=O)c2cc(COc3cncc(Cl)c3)on2)C1 (configuration not stated) | 98 | 112 | 37 | 0.1 | 97 | 98 | 91 | 97
CCCn1c(SCc2nc3ccccc3s2)n[nH]c1=O | 102 | 98 | 20 | 0.0 | 102 | 96 | 101 | 103
Cc1ccc2oc(=O)n(CC(=O)OC(C)C)c2c1 | 96 | 92 | -3 | -0.1 | 91 | 92 | 88 | 95
NC(=S)NNC(=O)c1cccc(Br)c1 | 93 | 75 | 3 | 0.3 | 97 | 95 | 93 | 95

The list continues.
SMILES | CIT2-GFP yeast | Yeast superoxide | AHR activator | Efflux pump inh | MEP2-GFP yeast | RPL19A-GFP yeast | LAP4 TOR yeast | AGP1 TOR yeast
Oc1c(C(c2ccco2)N2CCOCC2)sc2ncnn12 (configuration not stated) | 89 | 82 | 2 | -0.1 | 98 | 90 | 98 | 89
Cc1ccc(Sc2nc(-c3ccccc3)nnc2C(F)(F)F)cc1 | 101 | 96 | -2 | 0.0 | 102 | 100 | 89 | 94
COc1ccc(NS(=O)(=O)c2cc(N=Nc3c(O)[nH]c(=O)[nH]c3=O)ccc2Cl)cc1 | 101 | 92 | -1 | 0.0 | 103 | 102 | 95 | 104
Cc1nc2nc(-c3ccc(F)cc3)cn2nc1C | 101 | 91 | 3 | -0.2 | 114 | 103 | 114 | 98
Cc1cccc(NC(=O)CCC(=O)N/N=C/c2cccnc2)c1 | 106 | 94 | 13 | 0.1 | 100 | 98 | 106 | 102
Cc1cccc(C(=O)c2cn[nH]c2-c2ccc(C)cc2O)c1 | 93 | 91 | 6 | 0.0 | 134 | 108 | 98 | 98
COc1ccc(N2CCN(C(=O)Cn3c(=O)c4cccn4c4cccnc43)CC2)cc1 | 93 | 93 | 6 | 0.1 | 97 | 100 | 101 | 96
Cn1nnc2cc(C(=O)N3CCC(c4ccccc4)C3)ccc21 (configuration not stated) | 103 | 99 | 6 | -0.1 | 96 | 100 | 98 | 102
CCOC(=O)CC(c1ccc([N+](=O)[O-])cc1)n1c(C)ccc1C (configuration not stated) | 99 | 101 | 3 | 0.0 | 99 | 101 | 100 | 99
O=c1c2[nH]c3ccc(F)cc3c2ncn1Cc1ccncc1 | 88 | 107 | 14 | 0.0 | 95 | 101 | 105 | 101
COc1ccc(N2CC(C(=O)N3CCC4(CC3)CC(=O)c3ccccc3O4)CC2=O)cc1 (configuration not stated) | 99 | 98 | -1 | -0.1 | 97 | 95 | 91 | 98
COc1ccc(C2NC(=O)c3ccccc3N2)cc1OC (configuration not stated) | 81 | 88 | 48* | -0.2 | 94 | 97 | 91 | 97

Additional entries follow:
SMILES | CIT2-GFP yeast | Yeast superoxide | AHR activator | Efflux pump inh | MEP2-GFP yeast | RPL19A-GFP yeast | LAP4 TOR yeast | AGP1 TOR yeast
Cc1cc(C(=O)OCC(=O)NCc2cccs2)ccc1[N+](=O)[O-] | 98 | 86 | 0 | 0.0 | 105 | 96 | 100 | 100
CCOC(=O)C1=C(c2ccccc2)OC(N)=C(C#N)C1c1cccs1 (configuration not stated) | 97 | 85 | 2 | 0.1 | 101 | 100 | 103 | 98
COc1ccc(C=C(c2nc3ccccc3s2)c2nc3ccccc3s2)cc1O | 78 | 79 | 46 | 0.4 | 95 | 97 | 90 | 83
Cc1cc(/C=C2/C(=N)N3C(c4ccccc4)=CSC3=NC2=O)c(C)n1-c1ccccc1 | 97 | 101 | 20 | 0.2 | 91 | 103 | 87 | 86
Cc1ccn(CC(=O)N2N=C(C(F)F)CC2(O)C(F)F)n1 (configuration not stated) | 105 | 114 | 9 | 0.2 | 98 | 106 | 103 | 103
CC1=C/C(=N\NC(=S)NCc2ccccc2)CC1 | 90 | 124 | 8 | 0.0 | 93 | 96 | 101 | 94
CN(C)CCN(C(=O)c1ccc2c(c1)CCCC2)c1nc2c(F)cccc2s1 | 92 | 104 | 2 | -0.1 | 94 | 94 | 103 | 103
CC1CCCCN1C(=O)CSc1nnc2c(n1)[nH]c1ccccc12 (configuration not stated) | 107 | 92 | 3 | 0.1 | 112 | 100 | 99 | 102
Cc1ccccc1Cn1nnc(C(=O)Nc2cccc(C)c2C)c1N | 99 | 98 | -2 | 0.0 | 103 | 101 | 109 | 101
Clc1ccccc1CN1CCN(/N=C/C=C/c2ccco2)CC1 | 98 | 89 | -2 | 0.1 | 102 | 93 | 105 | 101
CCOc1cc(/C=N\n2nnnc2N)ccc1O | 119 | 118 | 2 | -0.2 | 98 | 105 | 82 | 100
COc1ccc(/C=C/C(=O)NC(=S)NNC(=O)c2cc(OC)c(OC)c(OC)c2)cc1OC | . | 107 | 7 | 0.0 | 98 | 99 | . | .

(more compounds)
SMILES | CIT2-GFP yeast | Yeast superoxide | AHR activator | Efflux pump inh | MEP2-GFP yeast | RPL19A-GFP yeast | LAP4 TOR yeast | AGP1 TOR yeast
CCC1CN(C(=O)N2CCC(C(=O)NCc3cc(OC)c(OC)c(OC)c3)CC2)c2ccccc2O1 (configuration not stated) | 100 | 70 | -1 | -0.1 | 102 | 94 | 92 | 96
Cc1ccc(C(=O)COC(=O)CCC(=O)NC2CCCCC2)cc1[N+](=O)[O-] | 106 | 89 | -2 | -0.1 | 100 | 107 | 94 | 104
CCCCOc1ccc(-c2nc(-c3cccnc3)no2)cc1 | 97 | 89 | 9 | 0.1 | 102 | 101 | 109 | .
Cc1c(CCC(=O)O)c(=O)oc2cc(O)ccc12 | 109 | 98 | 0 | 0.1 | 101 | 100 | 98 | 102
Cc1cccc(NS(=O)(=O)c2ccc(C3CCCCC3)cc2)c1 | 95 | 109 | 1 | 0.3 | 101 | 95 | 97 | 98
COc1ccc(N2CCN(C(=O)CCSCc3ccccc3F)CC2)cc1 | 90 | 96 | 6 | -0.1 | 100 | 95 | 104 | 95
COC(=O)c1ccccc1NC(=O)N1CCCC1 | 106 | 84 | 2 | -0.1 | 106 | 103 | 109 | 104
COc1ccccc1CCNC(=O)C1CCN(c2nnc(C)c3c(C)n(-c4ccc(C)cc4)nc23)CC1 | 101 | 110 | -1 | 0.2 | 99 | 95 | 107 | 109
Cc1ccc(COc2coc(CN3CCN(C(=O)c4ccco4)CC3)cc2=O)cc1 | 99 | 112 | 3 | 0.0 | 105 | 100 | 108 | 110
